Screening data (PubChem BioAssay)
ERK EGF inh: qHTS Assay for Inhibitors of the ERK Signaling Pathway using a Homogeneous Screening Assay; Stimulation with EGF; Potency, µM (highest dose often 11.5 µM), for inactives: at the top dose activity change, negative = inhibition, actives largely listed as inhibitors; HEK293-V1b, EGF-stimulated phospho-ERK AlphaScreen; 130,000 compounds, 0.41% hits; active = well fitted inhibition curve with a large enough effect; inconclusive = small, poorly fitted or top-dose-only effect, or effect the other way;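 note: plate controls were stimulated vehicle wells for no effect and unstimulated vehicle basal for full effect; nearly all actives have a fitted effect of over 55% in size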
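V1b-HEK293, 1% FBS o/n; cpd 30 min 37C; EGF 25 nM final, 5 min; lyse 10 min; AlphaScreen beads 5 h RT. Normalized DMSO basal vs EGF max; Hill AC50.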
Numbers without * were called inactive; ? = inconclusive; & = joins results of further samples; [ ] = another dose, or the depositor's remark. Potency is the fitted concentration of half-maximal effect. Only part of the results is shown; rates above refer to the full screens.

Molecule	ERK EGF inh
CCn1c(SCC(=O)N2CCN(c3ccccc3)CC2)nnc1-c1ccncc1	1%
CN(C)c1ccc(/C=N/NC(=O)CN2CCN(c3ccc(F)cc3)CC2)cc1	3%
Cc1ccc(N2CC(C(=O)Nc3nnc(SCC(=O)Nc4cc(C)on4)s3)CC2=O)cc1 (centres undefined)	-5%
CCCCc1c(O)nc(SCC(=O)O)[nH]c1=O	3%
CC(=O)c1cn(CCCCCCCn2cc(C(C)=O)c(=O)[nH]c2=O)c(=O)[nH]c1=O	-3%
NC(=O)C1CCN(C(=O)Nc2csc3ccccc23)CC1	1%[57.5 µM]
Cc1ccc(CNC(=O)[C@H](C)[C@H]2C[C@]2(C)[C@H](NC(=O)OCc2ccccc2)c2ccccc2)c(F)c1F	16%
CCCCSc1nnc(-c2ccc(C)cc2)c2ccccc12	1%
Cc1ccc(NC2=NCC(Cc3ccc(Br)cc3)S2)cc1 (centres undefined)	0%
O=C(CCc1nnc(Cc2c[nH]c3ccccc23)o1)NC(C1CC1)C1CC1	-3%
CCOC(=O)N1CCC(Nc2ccc(N3C(=O)C4CCCCC4C3=O)cc2[N+](=O)[O-])CC1 (centres undefined)	-12%
COc1ccc(-c2cc(-c3nnc(COC(=O)CC4CC5CCC4C5)o3)c3ccccc3n2)cc1OC (centres undefined)	?
Cc1cnc(C(=O)OCC(=O)Nc2cccc(S(=O)(=O)N3CCCCC3)c2)cn1	4%
Cc1ccc(S(=O)(=O)N2CCC(=O)N(C(COCc3cccc(C(F)(F)F)c3)C(C)C)CC2)cc1 (centres undefined)	3%
CCC1(C)Cc2ccccc2C(=S)N1 (centres undefined)	34%
O=C(Cn1cnc2ccccc2c1=O)N1CCc2ccccc2C1	4%
Cc1ccc(CN2C(=O)C(C)Oc3ccccc32)cc1 (centres undefined)	-3%
Cc1ccc(N(CC(=O)N2CCOCC2)S(C)(=O)=O)cc1	?
COC(=O)[C@@]1(Cc2ccc(OC)cc2)[C@H]2c3cc(C(=O)N4CCCC4)n(CCO)c3C[C@H]2CN1C(=O)c1ccccc1	5%&-6%
CCOC(=O)CC1(C)OCC(C[N+]2(C)CCCCC2)O1 (centres undefined)	0%
CCCCOC(=O)Nc1nc2ccc([N+](=O)[O-])cc2s1	2%
Cc1cc(C)c(C(=O)CSc2nnc(N)s2)cc1C	-6%[57.5 µM]
COC(=O)C1C(=O)C2=C(CC1C)NC(C)=C(C(=O)OCCOc1ccccc1)C2c1ccc(C)o1 (centres undefined)	0%
COc1cccc(C(=O)N2CCN(C(=O)c3ccc(-c4ccccc4)cc3)CC2)c1OC	0%
COc1ccc(C(=O)NCC(=O)N=Nc2c(O)n(C)c3ccccc23)cc1OC	4%[57.5 µM]
OCC1OC(n2cnc3c(=S)nc[nH]c32)C(O)C1O (centres undefined)	16%
Cc1ccc(S(=O)(=O)Nc2ccc3[nH]c(=O)[nH]c3c2)c(C)c1	-13%
O=C(c1cccc(F)c1)N1CCC2(CC1)CCN(c1ccncc1)CC2	4%
O=C(Nc1ccc(F)cc1)N1CCN(c2ncccn2)CC1	4%
CCOC(=O)Cc1csc(NC(=O)C(CC(C)C)NC(=O)C2CCCCC2)n1 (centres undefined)	2%
COc1ccc(NS(=O)(=O)c2ccc(N3CCCC3)c(NC(=S)Nc3cccc(C)c3C)c2)cc1	3%
COCC(=O)N1CCC[C@@]2(CCN(c3ccccn3)C2)C1	-1%
CC(C)CNS(=O)(=O)c1ccc(S(=O)(=O)N2CCC3(CC2)OCCO3)cc1	?
CNS(=O)(=O)c1ccc(Cl)nc1	-5%
N#Cc1c(-c2ccccc2Cl)noc1/C=C/Nc1ccc(C(=O)O)cc1	6%
O=c1c(C(c2ccccc2)c2c(O)nc3n(c2=O)CCS3)c(O)nc2n1CCS2	-5%
C/C(=N/NC(=O)CNC(=O)CCc1ccccc1)c1ccc(Cl)c(Cl)c1	8%[57.5 µM]
CC(C)(C)C(=O)NCCN1CCN(C(=O)C(C)(C)C)CC1	-1%
O=C(CSc1nc(O)cc(=O)[nH]1)N1c2ccccc2CCc2ccccc21	6%[57.5 µM]
COc1ccc(-c2nnc(-c3cc4ccccc4oc3=O)o2)cc1	14%

Some of these compounds in order of molecular weight, rising:
Molecule	ERK EGF inh
COCC(=O)N1CCC[C@@]2(CCN(c3ccccn3)C2)C1	-1%
O=C(Nc1ccc(F)cc1)N1CCN(c2ncccn2)CC1	4%
C/C(=N/NC(=O)CNC(=O)CCc1ccccc1)c1ccc(Cl)c(Cl)c1	8%[57.5 µM]

Quoted at random: five compounds from above
Molecule	ERK EGF inh
CC(C)(C)C(=O)NCCN1CCN(C(=O)C(C)(C)C)CC1	-1%
Cc1cc(C)c(C(=O)CSc2nnc(N)s2)cc1C	-6%[57.5 µM]
O=c1c(C(c2ccccc2)c2c(O)nc3n(c2=O)CCS3)c(O)nc2n1CCS2	-5%
O=C(c1cccc(F)c1)N1CCC2(CC1)CCN(c1ccncc1)CC2	4%
N#Cc1c(-c2ccccc2Cl)noc1/C=C/Nc1ccc(C(=O)O)cc1	6%

The list goes on.
Molecule	ERK EGF inh
C/C(=N\NC(=O)c1cc(C)nc2ccccc12)c1ccc([N+](=O)[O-])cc1	2%
CCCN1[C@H](C(=O)OC)C[C@@]2(O)[C@@H](O)[C@@H](O)[C@@H](O)C[C@@H]12	?
COc1ccc(-n2ncc(Cl)c(Cl)c2=O)cc1	-1%
Cc1c(CN2CCC(CO)(Cc3ccccc3)CC2)c2ccccc2n1C	2%
Oc1ccc(Br)cc1/C=N/Nc1ncc(-c2ccccc2)cn1	3%
COCc1cc(C)nc2sc(C(=O)NN)c(-n3cccc3)c12	8%
FC(F)(F)c1ccnc(N2CCN(Cc3cnc(-c4ccccc4)[nH]3)CC2)c1	-4%[57.5 µM]
N#CCOc1ccc(C2=NO[C@@H]3[C@@H]4C[C@@H]([C@H]5C(=O)N(c6ccc7c(c6)OCO7)C(=O)[C@@H]45)[C@H]23)cc1	-1%
Cc1[nH]nc(Nc2ccc(O)cc2)c1[N+](=O)[O-]	0%
NNC(=S)Nc1cc(S(=O)(=O)N2CCOCC2)ccc1N1CCOCC1	0%
O=C(Nc1ccccc1)c1ccc[nH]1	9%
Cc1cc(C)c2nc(-c3cccnc3)cc(C(=O)NC(C)c3cnn(C)c3C)c2c1 (centres undefined)	-8%
Cn1cc(-c2cc(C(=O)O)on2)cn1	2%[57.5 µM]
Cc1onc(-c2ccccc2)c1-c1csc(N/N=C/c2ccccc2)n1	5%[57.5 µM]
CCN(CC)P(=O)(Nc1ccc([N+](=O)[O-])cc1)c1c(C)nn(CCC#N)c1NC(=O)c1ccc(Cl)cc1Cl (centres undefined)	0%
O=C(Nc1nc(-c2ccccc2)cs1)Nc1ccc(F)cc1F	?
NC(=S)N/N=C/c1c(O)c(Br)cc2oc3c(c12)CCCC3	7%[57.5 µM]
COc1ccc(CN(C(=O)c2ccco2)c2ccc(C)c(C)c2)cc1	?
COC(=O)CNC(c1ccccc1)c1cc(Br)ccc1NC(=O)CNC(=O)OCc1ccccc1 (centres undefined)	3%
O=C(NCC1OCCCN1S(=O)(=O)c1cc(F)ccc1F)C(=O)NC1CCCCCC1 (centres undefined)	4%
Cn1nccc1NC(=O)CC1(CC(=O)O)CCCCC1	5%[57.5 µM]
CC(=O)c1ccc(N2CCN(S(=O)(=O)c3cccc4nsnc34)CC2)cc1	-4%
CN(C(=O)COC(=O)c1cc(-c2ccccc2Cl)nc2ccccc12)C1CCS(=O)(=O)C1 (centres undefined)	-3%
C=CCOC(=O)N[C@H](/C(C(=O)OC)=C(\C)NCc1ccccc1)c1cccc(OC)c1	1%
CN=C(Nc1cccc(OC)c1)SC1CC(=O)N(c2ccc(C(=O)O)cc2)C1=O (centres undefined)	-3%
O=C(NCCc1csc(-c2cccnc2)n1)c1cccc(Cl)c1	-14%[57.5 µM]
CCn1cc(CN2CCN(CCc3ccccc3)C(CCO)C2)c(C)n1 (centres undefined)	-3%
O=C(c1ccccc1C(=O)N(c1ccccc1)c1ccccc1)N1CCCCC1	2%
CC(=O)Nc1ccc(N(C(=O)CNC(=O)c2cccs2)C(C(=O)NC(C)(C)C)c2ccccc2)cc1 (centres undefined)	-13%
O=S(=O)(c1cc(Br)c(Cl)s1)N1CCCC1	3%[57.5 µM]
Cc1ccc(-c2nnc(-c3cccs3)o2)cc1	-7%
O=C(c1cc([N+](=O)[O-])ccc1Cl)N1CCN(c2ccccn2)CC1	-7%
Cc1[nH]n(-c2ccccc2)c(=O)c1N=Nc1ccccc1C(=O)N1CCOCC1	-5%
O=C(NN=C1CCCC1)c1n[nH]c2c1CCCC2	6%
CCC[C@@H]1C[C@@]1(CCC)C(NP(=O)(c1ccccc1)c1ccccc1)c1ccc(Cl)cc1 (some centres undefined)	-5%
CCc1ccccc1N(C1=NCCCS1)S(=O)(=O)c1ccc(C(C)(C)C)cc1	7%
CC(NC(=O)CCC(=O)N1CCN(S(=O)(=O)c2ccc(Cl)cc2)CC1)c1ccccc1 (centres undefined)	1%
O=c1[nH]cnc2c1ncn2C1CC(O)C(CO)O1 (centres undefined)	12%
C=CCNC(=S)NC(=O)c1ccc(C)c(Br)c1	0%
CC(C)Oc1ccc(Cc2n[nH]c(=S)n2Cc2ccccc2)cc1Cl	1%
COc1cccc(NC(=O)CSc2nnc3cc(C)nc(N)n23)c1	-2%
Cc1cc(C)cc(C(=O)NCC(=O)OCC(=O)N(C)C2CCS(=O)(=O)C2)c1 (centres undefined)	-1%
O=C(NNS(=O)(=O)c1ccc(Cl)cc1Cl)c1cc2ncc(C(F)(F)F)cc2s1	-8%[57.5 µM]
COc1ccc(C(=O)NCC(=O)OCC(=O)Nc2cccc(S(=O)(=O)N3CCCC3)c2)cc1	-4%[57.5 µM]
CCOc1ccccc1OCCOCCOc1ccccc1[N+](=O)[O-]	5%
Cc1ccc2cc(C#N)c(SCC(=O)N3CCCc4ccccc43)nc2c1	3%
COc1ccc(/C=C/C(=O)Nc2ccccc2C(F)(F)F)cc1	4%
CN1CCN(C(=O)c2cc(S(=O)(=O)Nc3ccccc3F)c(Cl)cc2Cl)CC1	-6%[57.5 µM]
N/C(Cc1ccccc1Sc1ccccc1)=N\O	6%
O=C(CCc1ccccc1)NNC(=O)c1ccccc1C(=O)O	-1%
CN(CC(=O)NC(=O)NC(C)(C)C)CC(=O)Nc1ccccc1Cl	2%
CC(C)C(C)NC(=O)COc1ncnc2sccc12 (centres undefined)	-9%
Cc1nc2c(C)cccc2c2c1COC2	-3%[57.5 µM]
Cc1nc(SCCOc2ccc(F)cc2)c2ccccc2n1	37%
COc1ccc2nc(SCCC(=O)O)cc(C)c2c1	-14%[57.5 µM]
C/C(=N/OC(=O)c1ccc(C)cc1)C(=O)c1ccc(Br)cc1	-7%[57.5 µM]
Cc1cc(SCC(=O)N/N=C/c2cccnc2)nc2c(C)cccc12	10%
O=C(CN1C(=O)C2C3CC(C(Br)C3Br)C2C1=O)Nc1ccc(C(=O)O)cc1 (centres undefined)	-7%[57.5 µM]
COc1ccc([N+](=O)[O-])cc1NC(=O)CC1SC(=Nc2cccc(C)c2C)N(/N=C/c2cccc(OC)c2OC)C1=O (centres undefined)	-4%
CC(=O)c1c(C)[nH]c(C(=O)Nc2ccc(S(=O)(=O)N(C)C)cc2)c1C	-9%[57.5 µM]

New compounds follow:
Molecule	ERK EGF inh
Cc1cc(/C=C2\SC(=O)N(CC(=O)Nc3ccccc3F)C2=O)c(C)n1C	-2%
COc1ccccc1NC(=O)C1=C(C)NC(=O)NC1c1ccco1 (centres undefined)	-9%[57.5 µM]
O=C1CCC([N+](=O)[O-])C(c2ccc(Cl)c([N+](=O)[O-])c2)N1 (centres undefined)	3%
O=C(c1ccccc1Sc1cccc2ccccc12)N1CCOCC1	-3%
COc1cccc(CC2(CO)CCCN(Cc3cc(F)ccc3-n3cccn3)C2)c1 (centres undefined)	-6%
Cc1ccc(/C=N/NC(=O)C2=NNC(c3ccccc3)(c3ccccc3)C2)c(O)c1	6%
Cn1c(CSCc2ccc(Cl)cc2Cl)n[nH]c1=S	-13%
Cn1ccnc1SCc1nc2c(cnn2-c2ccccc2)c(=O)[nH]1	-1%
Cc1cc(NS(=O)(=O)c2ccc(NC(=S)NC(=O)c3cccnc3)cc2)no1	-15%
CC(=O)c1cccc(NC(=O)NC2CC3CCCC(C2)N3CC(C)C)c1 (centres undefined)	0%
CC(C)N(C(=S)Nc1cccnc1)c1ccccc1	-9%[57.5 µM]
Cc1nn(C)c(C)c1CS(=O)(=O)c1ccccc1	10%
O=C(NCc1cccnc1)C(=O)NCC1OCCCN1S(=O)(=O)c1ccc(Cl)cc1 (centres undefined)	-3%
CC(C)Oc1c(Br)cc(Br)cc1/C=N/NC(N)=S	8%
COC1C(O)CC(=O)OC(C)C/C=C/C=C/[C@@H](OC2CCC(N(C)C)C(C)O2)C(C)C[C@@H](CC=O)[C@@H]1O[C@H]1OC(C)[C@H](O[C@@H]2C[C@@](C)(O)C(O)C(C)O2)C(N(C)C)C1O (some centres undefined)	0%
Cc1n[nH]c(=O)n1-c1ccc(OCc2ccccc2)cc1	-24%
Cc1ccc(NC(=O)c2c(C)nn(-c3ccccc3)c2Cl)cc1	-1%
CCc1cc2c3c(c(=O)oc2cc1O)CCCC3	?
Cc1ccc(-c2ccc(/C=C(\C#N)C(N)=S)o2)c([N+](=O)[O-])c1	?
O=C(CCNC(=O)c1ccc(Cl)cc1)Nc1ccc(F)cc1F	-4%
